Screening data as filed in PubChem BioAssay.
ERK EGF block – blocks ERK signaling stimulated by EGF; HEK293-V1b, EGF-stimulated phospho-ERK AlphaScreen; Potency, µM (highest dose often 11.5 µM), without a hit: top-dose activity change, negative = inhibition, usual class: inhibitors; hit rate 0.41% among 130,000; AID 1454; active = well fitted inhibition curve with a large enough effect; inconclusive = small, poorly fitted or top-dose-only effect, or effect the other way;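 note: plate controls were stimulated vehicle wells for no effect and unstimulated vehicle basal for full effect; nearly all actives have a fitted effect of over 55% in size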
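Phospho-ERK1/2 measured by AlphaScreen (SureFire) after 5 min 25 nM EGF stimulation of V1b-expressing HEK293 cells preincubated 30 min at 37C with titrated compounds; data scaled to DMSO and EGF controls, Hill-fitted AC50.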
* = called active by the depositor; & = joins results of further samples; [ ] = dose if it differs, or a comment. Potency is the fitted concentration of half-maximal effect. An excerpt; the hit share may differ from the screen's.

Screening COC(=O)C1(C(C)=O)CC2=CC[C@H]3C(=O)N(c4ccccc4)C(=O)[C@H]3[C@@H]2Cc2ccccc2[C@@H]1C[N+](=O)[O-] (stereo partly drawn) returned ERK EGF block -6.2%&0.5%.
`OC(COCc1ccc(Cl)cc1)CN1CCc2ccccc2C1` (stereo not drawn) gave ERK EGF block 0.5%.
Screening CCn1nc(C(=O)OCC(=O)NCC(C)C)c2ccccc2c1=O returned ERK EGF block 8.7%.
For Cc1cc(NC(=O)COC(=O)CCNS(=O)(=O)c2cccc(C(F)(F)F)c2)no1 the results were ERK EGF block -1.9%.
Screening S=C(Nc1ccccc1)Nc1cccc(Br)c1 returned ERK EGF block -14.4%.
O=c1oc(-c2cccc(C(F)(F)F)c2)nn1-c1ccc(C(F)(F)F)cn1 was read as ERK EGF block -6.6%[57.5 µM].
Screening CCOC(=O)/C(C#N)=C/c1cn(CCC(=O)O)nc1-c1cccc(Cl)c1 returned ERK EGF block 2.2%.
CC(=O)NC1(C(F)(F)F)N=C(c2ccccc2)NC1=O (stereo not drawn) was read as ERK EGF block 4.5%.
`CCC(C)NC(=O)CO/N=C/c1ccccc1OC(F)F` (stereo not drawn) gave ERK EGF block 3.0%.
For CC(C)C[C@@H](CC(=O)N[C@@H](CCCN)CC(=O)N[C@@H]1CCNC[C@H]1C(=O)N[C@H](CC(=O)N[C@@H](CCC(=O)O)CC(=O)O)Cc1c[nH]c2ccccc12)NC(=O)[C@@H]1CNCC[C@H]1N the results were ERK EGF block 4.9%.
For CCCCC(=O)NNC(=S)NC(=O)c1ccc([N+](=O)[O-])cc1 the results were ERK EGF block 2.3%.
`CN(c1ccc([N+](=O)[O-])cc1/C=N/NC(=O)COc1ccccc1)C1CCCCC1` gave ERK EGF block 1.2%.
For N#CC1=C(S)N(c2ccccc2)C(c2ccc(-c3ccccc3Cl)o2)NC1=O (stereo not drawn) the results were ERK EGF block 8.5%.
`COCc1cc(CN2CCN(Cc3ccsc3)C(CCO)C2)ccc1OC` (stereo not drawn) gave ERK EGF block -8.9%.
`Cc1cccc(-n2nnc3c(=O)n(Cc4ccccn4)cnc32)c1` gave ERK EGF block -5.8%.
Screening CCCn1c(C)nc2c(N(CCOC)CCOC)nc(C)nc21 returned ERK EGF block -1.8%.
Screening O=C(CCCN1C(=O)c2cccc3cccc(c23)C1=O)N1CCN(c2ccccc2)CC1 returned ERK EGF block 7.0%.
O=C(Nc1ccccc1)Nc1ccc2ncoc2c1 was read as ERK EGF block -6.3%.
`Clc1ccc(OCCCN2CCCCC2)c(Br)c1` gave ERK EGF block -16.3%[57.5 µM].
`CC1CC(C)CN(CCCNC(=O)COc2cc(=O)n(C)c3ccccc23)C1` (stereo not drawn) gave ERK EGF block 3.9%.
For COc1cccc([C@@H]2Oc3ccc(OC)cc3C(=O)[C@H]2OC(=O)Nc2ccc(OC(F)F)cc2)c1 the results were ERK EGF block -1.0%.
Screening Cc1cc(C(=O)Nc2cc(C)n(Cc3ccc(Cl)cc3)n2)no1 returned ERK EGF block 13.2%.
For CCOC(=O)c1c(C)[nH]c(C(=O)NCc2ccco2)c1C the results were ERK EGF block -3.7%.
`COCCCC1CCN(Cc2nc(Cc3ccccc3Cl)no2)CC1` gave ERK EGF block -10.6%.
Screening CCC/C=N/Nc1nc2ccccc2s1 returned ERK EGF block -2.4%.
Screening Cc1ccc(-c2nnc(Sc3nc4ccccc4o3)c3ccccc23)cc1 returned ERK EGF block inconclusive.
For N#Cc1ccc(N2Cc3ccccc3C2=NC(=O)c2cccs2)cc1 the results were ERK EGF block -7.2%.
For Cc1cc(C)c(S(=O)(=O)N2CCCOC2CNC(=O)C(=O)NCCc2c[nH]c3ccccc23)c(C)c1 (stereo not drawn) the results were ERK EGF block -0.9%.
For COc1ccc(-c2nc(N)n(C(=O)c3ccco3)n2)cc1 the results were ERK EGF block -1.2%.
c1ccc2cc(OCCOCCOc3ccc4ccccc4c3)ccc2c1 was read as ERK EGF block inconclusive.
COc1cc(OC)cc(C(=O)N2CCN(Cc3ccccc3[N+](=O)[O-])CC2)c1 was read as ERK EGF block -4.2%.
CCOc1ccccc1CN1CCN(C2CCN(c3ccccc3F)CC2)CC1CCO (stereo not drawn) was read as ERK EGF block 2.4%.
N#CCCN(Cc1ccccc1)C(=O)c1cccs1 was read as ERK EGF block 12.3%[57.5 µM].
`O=C(Nc1ccccc1)C1=C(c2ccccc2)S(=O)(=O)CCS1(=O)=O` gave ERK EGF block 2.8%.
`O=C(/C=C\c1ccccc1)Oc1cccc2cccnc12` gave ERK EGF block -3.6%.
For CCOC(=O)C1CCCN(C(=O)COc2ccc(S(=O)(=O)N(CC)c3ccccc3)cc2)C1 (stereo not drawn) the results were ERK EGF block 3.4%.
For COc1ccc(C(=O)N2CCN(c3cnn(-c4ccccc4)c(=O)c3Cl)CC2)cc1 the results were ERK EGF block -7.7%.
For COc1cc(/C=C/C(=O)O)ccc1OCc1ccccc1C#N the results were ERK EGF block 3.9%.
For Cc1ccc(CN2C(=O)c3ccccc3NC2c2ccccn2)cc1 (stereo not drawn) the results were ERK EGF block 0.9%.
Screening CS(=O)(=O)N(CC(=O)NCc1ccccc1)C1CCCCC1 returned ERK EGF block 3.8%.
CN(C)C(=O)C1C2NC(=S)N(c3cccc(Cl)c3)C1(C)Oc1ccc(Cl)cc12 (stereo not drawn) was read as ERK EGF block 6.4%[57.5 µM].
Screening CN1/C(=C\C(=O)COC(=O)CNC(=O)c2ccccc2F)C(C)(C)c2ccccc21 returned ERK EGF block 17.4%.
For Cc1ccc(NC(=O)CSc2ncn(-c3ccccc3)n2)cc1C the results were ERK EGF block 8.0%.
C#CCOCCOCCOCCNc1nc(N2CCN(C(=O)[C@H]([C@@H](C)CC)n3cc(CCCN=C(N)N)nn3)CC2)nc(N2CCN(C(=O)[C@H](Cc3ccc(O)cc3)n3cc(CCO)nn3)CC2)n1 was read as ERK EGF block 3.8%.
Screening Cc1cccc(NC(=S)N(CCCN2CCOCC2)Cc2ccco2)c1 returned ERK EGF block 4.2%.
O=C(CC1CC2CCC1C2)Nc1nc(-c2ccccn2)cs1 (stereo not drawn) was read as ERK EGF block -0.3%.
`O=C1[C@@H]2C(c3cccnc3)=NO[C@@H]2C(=O)N1c1ccc(Cl)cc1Cl` gave ERK EGF block -9.6%[57.5 µM].
COC(=O)C(CCCCNC(=O)c1ccc([N+](=O)[O-])cc1)NC(=O)c1ccc([N+](=O)[O-])cc1 (stereo not drawn) was read as ERK EGF block -6.7%.
CSc1nc2ccc(Cl)cc2[nH]1 was read as ERK EGF block -12.1%.
Screening CC(O/N=C/c1ccccc1OC(F)F)C(=O)Nc1cccc(S(=O)(=O)N2CCOCC2)c1 (stereo not drawn) returned ERK EGF block -1.5%.
Cc1nn(C)c2ncc(C(N)=O)c(Oc3cccnc3)c12 was read as ERK EGF block 1.7%[57.5 µM].
`CC1CCCN(C(=S)SCC(=O)c2cc(Br)cc(Br)c2O)C1` (stereo not drawn) gave ERK EGF block 2.4%.
Screening Cc1ccc(C)c(NC(=O)CN(C)C(=O)c2cccc(S(=O)(=O)N(C)C)c2)c1 returned ERK EGF block 9.3%.
For Cc1cccc(C)c1Nc1nnc(SCC(=O)Nc2sccc2C#N)s1 the results were ERK EGF block 4.4%.
Screening O=C(O)/C=C/c1ccc(S(=O)(=O)N2CCN(CCN3C(=O)C4C5C=CC(C5)C4C3=O)CC2)cc1 (stereo not drawn) returned ERK EGF block 6.1%[57.5 µM].
N#CNC(=Nc1cccc(F)c1)SCc1cccc(F)c1 was read as ERK EGF block 3.2%.
`Cc1cc(C)n(CC(=O)c2cccc([N+](=O)[O-])c2)n1` gave ERK EGF block -1.5%.
For COc1cccc(/C=C/C(=C2/C(=O)N(c3ccccc3)N=C2C)c2ccc(Br)cc2)c1OC the results were ERK EGF block inconclusive.
Screening COc1ccccc1-c1ccc2ncnc(N3CCN(C)CC3)c2c1 returned ERK EGF block -10.1%.
O=C(Nc1cccc(F)c1)c1coc(=O)c(Br)c1 was read as ERK EGF block 3.4%.
`Cc1ccc(S(=O)(=O)Nc2cc(=O)[nH]c(SCc3ccccc3Cl)n2)cc1` gave ERK EGF block -2.5%.
For O=C(COc1ccc(S(=O)(=O)N2CCCCC2)cc1)NCC1CCCO1 (stereo not drawn) the results were ERK EGF block 5.1%[57.5 µM].
Nn1c(SCc2cn3cc(Cl)ccc3n2)nnc1-c1ccncc1 was read as ERK EGF block 9.2%.
COc1ccc(-n2ncc3c(=O)n(Cc4c(F)cccc4Cl)cnc32)cc1 was read as ERK EGF block -0.6%.
For COc1ccc(F)cc1C(=O)C1CCCN(C(=O)Cc2c(C)noc2C)C1 (stereo not drawn) the results were ERK EGF block -17.1%.
For S=C(NCCC1=CCCCC1)Nc1ccc(Cl)cc1 the results were ERK EGF block -2.5%.
Screening COC(C)C(C(=O)OCC1=CCN2CC[C@H](O)[C@@H]12)C(C)C (stereo partly drawn) returned ERK EGF block -11.8%.
`O=C(O)c1cccc(-n2cccc2/C=C\[N+](=O)[O-])c1` gave ERK EGF block -2.2%[57.5 µM].
For O=C(Oc1coc(CSc2nnc(NC(=O)c3cccs3)s2)cc1=O)c1ccccc1 the results were ERK EGF block -8.3%.
For Cc1ccc(NC(=O)c2cc(-n3cnnc3)ccc2Cl)cc1 the results were ERK EGF block 3.0%.
`COc1ccc(CN2CCn3nc(C(=O)NC(C)C)cc3C2=O)cc1` gave ERK EGF block -1.9%.
Cc1ccc2cc(/C=C/C(=O)c3ccco3)c(Cl)nc2c1 was read as ERK EGF block -1.8%[57.5 µM].
`COc1ccc(N2C(=O)CC3(CCCC3)CC2=O)cc1` gave ERK EGF block -7.3%.
`O=C(CCc1nnc(Cc2ccc3c(c2)OCO3)o1)NCc1nc2ccccc2s1` gave ERK EGF block -4.5%.
`O=C(NN1CCOCC1)c1ccc(Cl)s1` gave ERK EGF block 0.7%.

Among those listed so far, 6 have a thiophene ring, fused or not.
`COCc1cc(CN2CCN(Cc3ccsc3)C(CCO)C2)ccc1OC` (stereo not drawn) gave ERK EGF block -8.9%.
For N#Cc1ccc(N2Cc3ccccc3C2=NC(=O)c2cccs2)cc1 the results were ERK EGF block -7.2%.
N#CCCN(Cc1ccccc1)C(=O)c1cccs1 was read as ERK EGF block 12.3%[57.5 µM].
For Cc1cccc(C)c1Nc1nnc(SCC(=O)Nc2sccc2C#N)s1 the results were ERK EGF block 4.4%.
For O=C(Oc1coc(CSc2nnc(NC(=O)c3cccs3)s2)cc1=O)c1ccccc1 the results were ERK EGF block -8.3%.
`O=C(NN1CCOCC1)c1ccc(Cl)s1` gave ERK EGF block 0.7%.

At a glance, some entries already given.
For O=C(Oc1coc(CSc2nnc(NC(=O)c3cccs3)s2)cc1=O)c1ccccc1 the results were ERK EGF block -8.3%.
For Cc1ccc(NC(=O)c2cc(-n3cnnc3)ccc2Cl)cc1 the results were ERK EGF block 3.0%.
`COc1ccc(CN2CCn3nc(C(=O)NC(C)C)cc3C2=O)cc1` gave ERK EGF block -1.9%.
Cc1ccc2cc(/C=C/C(=O)c3ccco3)c(Cl)nc2c1 was read as ERK EGF block -1.8%[57.5 µM].
`COc1ccc(N2C(=O)CC3(CCCC3)CC2=O)cc1` gave ERK EGF block -7.3%.
`O=C(CCc1nnc(Cc2ccc3c(c2)OCO3)o1)NCc1nc2ccccc2s1` gave ERK EGF block -4.5%.
`O=C(NN1CCOCC1)c1ccc(Cl)s1` gave ERK EGF block 0.7%.

Continuation.
Cc1nc(NCc2ccccc2)c2cc[nH]c2n1 was read as ERK EGF block 5.8%[57.5 µM].
`Cc1onc(-c2ccccc2)c1CNC(=O)CN1C(=O)c2ccccc2C1=O` gave ERK EGF block -1.9%[57.5 µM].
Screening CC(C)(O)C(=O)NN(Cc1ccccc1)c1ccccc1 returned ERK EGF block 1.8%.
`CCOC(=O)C1CCN(C2CCN(Cc3nc(-c4ccccc4)no3)CC2)CC1` gave ERK EGF block -8.4%[57.5 µM].
For Cc1ccc(C(C(=O)Nc2ccc(C(C)C)cc2)N(C)C(=O)c2ccc(=O)[nH]c2)cc1 (stereo not drawn) the results were ERK EGF block -0.4%[57.5 µM].
CCOc1ccc(N2CC(C(=O)NCc3ccc(C)n3C)CC2=O)cc1 (stereo not drawn) was read as ERK EGF block -0.7%[57.5 µM].
CCSc1nc(O)c(C2OC(=O)c3c2ccc(OC)c3OC)c(=O)n1CC (stereo not drawn) was read as ERK EGF block 0.6%[57.5 µM].
For COc1ccc(NC(=O)c2ccc(NCCCN3CCOCC3)c([N+](=O)[O-])c2)cc1 the results were ERK EGF block 3.8%.
`COc1ccccc1-c1nnc(NC(=O)c2cccc(N3C(=O)CCC3=O)c2)o1` gave ERK EGF block -5.7%.
Screening CCCNC(=S)NCCN1CCCCC1 returned ERK EGF block 3.7%.
For CN1CCc2c(sc3c2C(=O)NC(c2ccc(-c4cccc(Cl)c4)o2)N3)C1 (stereo not drawn) the results were ERK EGF block -1.8%[57.5 µM].
For CC(C)=CCN1CCN(Cc2cnc(-c3ccccc3)s2)CC1CCO (stereo not drawn) the results were ERK EGF block -6.7%[57.5 µM].
Screening COc1ccc(C(=O)CSc2nnc(CNC(=O)c3ccco3)n2C)cc1 returned ERK EGF block -1.5%.
`FC(F)(F)c1cccc(-c2nc3nc(Cl)c(Cl)nc3[nH]2)c1` gave ERK EGF block -16.0%[57.5 µM].
Screening Cc1ccc(NC(=O)OCCN2CCN(Cc3ccccc3)CCC2=O)cc1C returned ERK EGF block -2.7%.
For NC(=O)CCn1c2ccccc2c2ccccc21 the results were ERK EGF block -2.6%.
For Cc1nn(C)cc1CN(C)C(=O)CCc1nnc(CCC2CCCCC2)o1 the results were ERK EGF block 1.4%.
`Cc1ccc(NC(=O)N2CCCC(c3nc(-c4ccc(F)cc4)no3)C2)cc1` (stereo not drawn) gave ERK EGF block inconclusive.
